# Source: PubChem BioAssay (several laboratories)
# Ba/F3 V617F tox: lowers viability of Ba/F3 cells expressing EpoR and JAK2V617F | ATP luminescence | inhibition, % at 5.6 µM | 220,000 compounds, 1.1% hits | AID 1446;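 active means inhibition above the campaign mean plus 3 SD over all tested compounds, cut at about 24% in these data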;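 further: cytokine-independent growth of Ba/F3 cells driven by EpoR plus mutant JAK2; 0% = DMSO-treated cells and 100% = JAK inhibitor I control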
# RBBP9 inh: inhibitors of human serine hydrolase RBBP9 | recombinant RBBP9, FP-Rh probe fluorescence polarization | inhibition, % at 7.94 µM | 220,000 compounds, 0.2% hits | AID 1515;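 active means inhibition above the campaign mean of all tested compounds plus 3 SD, cut at about 14% in these data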;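 further: plate controls were DMSO wells with RBBP9 for no effect and wells lacking RBBP9 protein for full effect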
# Target sequence (O75884 whole entry, looked up): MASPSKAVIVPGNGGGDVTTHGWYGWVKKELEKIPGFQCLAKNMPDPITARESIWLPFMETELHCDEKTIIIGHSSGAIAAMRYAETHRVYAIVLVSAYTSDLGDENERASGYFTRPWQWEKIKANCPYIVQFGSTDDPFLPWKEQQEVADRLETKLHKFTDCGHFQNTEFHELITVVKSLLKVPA
#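 Material: RBBP9 protein. Amount: RBBP9 at 2.5 µM in dispensed solution, before mixing. Schedule: 30 min then 45 min, 25 °C. Medium: Tris buffer pH 8.0, NaCl, Pluronic. Measured by: fluorescence polarization. Measure: percent inhibition from mP, scaled between DMSO and no-protein wells. Replication: one well per compound.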
# Runt-CBFb FRET: Runt domain-CBFb interaction inhibition; Q01196+Q13951; Cerulean-Runt/Venus-CBFb FRET ratio 530/480, 1 h; inhibition, % at 20 µM; 220,000 compounds, 0.46% hits; AID 1496;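 active means inhibition over about 50% at 20 µM in the single-dose screen, limit read from the data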;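 further: 0% = DMSO wells and 100% = excess unlabeled CBFb competitor control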
#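 Assay system: Cerulean-tagged RUNX1 Runt domain (FRET donor) fusion protein / Amount: 100 nM each of Venus-CBFb and Cerulean-Runt domain / Medium: Tris buffer pH 7.5 with salts and BSA / Also added: Venus-CBFb 100 nM / Schedule: 1 h complex formation plus 1 h compound treatment, room temperature / Signal: FRET fluorescence / Read-out: loss of energy transfer signal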
# NPY-Y1 PAM-ag: potentiates or activates human NPY-Y1 receptor; P25929; activation, % at 3.6 µM; NPY-Y1 expressing cells, potentiator/agonist activation; 220,000 compounds, 0.37% hits; in the data active means activation above about 33%, passing the limit was not always enough;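 further: cells stimulated with NPY at EC10 then isoproterenol at EC100; 0% = low agonist plus stimulus and 100% = saturating agonist plus stimulus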
# Target sequence (P25929 whole entry, looked up): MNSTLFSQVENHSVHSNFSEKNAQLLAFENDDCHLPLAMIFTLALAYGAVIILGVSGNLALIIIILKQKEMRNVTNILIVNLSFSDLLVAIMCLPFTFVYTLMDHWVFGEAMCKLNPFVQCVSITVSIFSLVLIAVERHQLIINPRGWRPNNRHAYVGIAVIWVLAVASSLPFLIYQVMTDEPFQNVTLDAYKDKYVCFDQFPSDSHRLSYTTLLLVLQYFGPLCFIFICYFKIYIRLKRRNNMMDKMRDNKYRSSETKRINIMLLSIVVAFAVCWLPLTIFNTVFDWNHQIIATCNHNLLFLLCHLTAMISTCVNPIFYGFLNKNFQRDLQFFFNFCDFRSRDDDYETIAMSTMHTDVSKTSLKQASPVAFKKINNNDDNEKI
# BaF3 parental: counter-screen for JAK2V617F inhibitors: parental Ba/F3 viability inhibitors; 220,000 compounds, 1.1% hits; AID 1486; CellTiter-Glo ATP luminescence; inhibition, % at 5.6 µM;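 active means inhibition above a per-campaign cutoff, the mean inhibition of all tested compounds plus 3 SD, cut at about 27% in these data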;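 further: 0% = DMSO wells and 100% = JAK Inhibitor I control wells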
# NPY Y1 blocker: blocks the human neuropeptide Y Y1 receptor; P25929; HEK293-CNG Y1 cells, membrane potential fluorescence; NPY at EC95, then isoproterenol; inhibition, % at 3.6 µM; 200,000 compounds, 1% hits;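 active means inhibition above the campaign mean inhibition of all tested compounds plus 3 SD, cut at about 20% in these data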;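 further: 0% = DMSO wells given NPY plus isoproterenol and 100% = isoproterenol alone without NPY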
#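 Material: HEK293 Y1/CNG channel cell line; also added: NPY (25 nM), isoproterenol (1 µM), Ro 20-1724 (25 µM); doses: one concentration, 3.6 µM, in 0.4% DMSO; schedule: compound incubation 1 h at room temperature, readout 45 min post-stimulation; technique: membrane potential fluorescence; measure: fluorescence ratio normalized to % inhibition between controls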
# S1P4 antag: antagonists of human S1P4 receptor; AID 1510; inhibition, % at 4.98 µM; O95977; S1P4-expressing cells, antagonist mode, reporter read-out; 220,000 compounds, 0.26% hits; in the data active means inhibition above about 29%;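 further: 0% = wells stimulated with agonist and 100% = vehicle wells without agonist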
# Target sequence (O95977 whole entry, looked up): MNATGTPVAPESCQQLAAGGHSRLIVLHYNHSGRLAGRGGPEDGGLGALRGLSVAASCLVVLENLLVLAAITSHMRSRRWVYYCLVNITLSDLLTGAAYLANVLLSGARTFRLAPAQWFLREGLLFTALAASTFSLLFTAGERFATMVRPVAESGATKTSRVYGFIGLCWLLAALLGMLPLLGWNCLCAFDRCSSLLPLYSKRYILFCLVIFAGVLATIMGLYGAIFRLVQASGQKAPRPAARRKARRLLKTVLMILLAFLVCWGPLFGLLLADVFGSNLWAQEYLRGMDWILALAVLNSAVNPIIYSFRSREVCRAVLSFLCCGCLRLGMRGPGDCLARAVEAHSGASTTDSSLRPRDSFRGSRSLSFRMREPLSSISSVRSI
# S1P4 ag: agonists of human S1P4 receptor; activation, % at 4.98 µM; 220,000 compounds, 0.35% hits; AID 1509; O95977; S1P4-expressing cell line, agonist reporter assay; in the data active means activation above about 11%;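 further: 0% = DMSO vehicle and 100% = reference agonist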
# NPY2 pot ag: potentiates or activates human NPY-Y2 receptor; cells expressing NPY-Y2, potentiator/agonist read-out; activation, % at 3.6 µM; 220,000 compounds, 0.45% hits; AID 1359; in the data active means activation above about 27%;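 further: cells stimulated with NPY near EC25 plus isoproterenol at EC100; 0% = vehicle plus submaximal agonist and 100% = vehicle plus saturating agonist; some results beyond the cut were filed as inactive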
# An asterisk follows results filed as active; · = not tested or not shown.
SMILES,Ba/F3 V617F tox,RBBP9 inh,Runt-CBFb FRET,NPY-Y1 PAM-ag,BaF3 parental,NPY Y1 blocker,S1P4 antag,S1P4 ag,NPY2 pot ag
NS(=O)(=O)c1ccc(CCNC(=O)CSc2nc3ccsc3c(=O)n2CCCCCC(=O)O)cc1,-1,-4,0,0,-1,3,-2,-0.8,3
O=S(=O)(Cc1cc(Cl)nc(-c2ccccc2)n1)c1ccccc1,-2,-8,-2,2,6,3,1,-2.2,1
Cc1ccc(-c2nc(CS(=O)CC(=O)NCCN3CCCC3)c(C)o2)cc1 (centres undefined),-4,1,0,-4,3,2,-22,-0.2,8
CC1(C)Cc2nc3oc4c(SCC(N)=O)ncnc4c3cc2CO1,7,-5,2,-9,0,·,7,2.9,-26
Cc1ccc(S(=O)(=O)N2CCCCC2)cc1NC(=O)CCOc1ccccc1,3,-7,0,-17,10,-1,-7,3.3,3
COc1ccc(-n2c(C)c(C(C)=O)c3cc(OCC(N)=O)ccc32)cc1,-3,-4,-2,5,1,-4,-5,-0.9,-20
Oc1ccc(-c2[nH]ncc2-c2cnn(-c3ccccc3)c2)c(O)c1,5,-6,0,13,7,25*,5,1.1,11
CCOCCCNC(C(=O)Nc1ccc(OC)c(Cl)c1)c1ccccc1 (centres undefined),-1,-9,-1,-1,5,13,2,-0.6,-5
O=C(Nc1ccc(S(=O)(=O)N2CCOCC2)cc1)c1ccc([N+](=O)[O-])o1,68*,-7,1,2,66*,·,68*,1.1,-18
Cn1nnnc1SCc1ccc(C(=O)Nc2ccccc2F)cc1,2,-8,0,18,10,-3,0,0.7,-8
COc1cc(OC)cc(C(=O)Nc2c(C)nn(-c3ccccc3)c2C)c1,-1,1,-2,5,3,6,-12,0.7,1
CCS(=O)(=O)N1CCCC(C(=O)NC2CCC(C)CC2)C1 (centres undefined),-1,-4,0,-7,0,-3,-4,-0.3,-13

# Part of the list above in order of length of the SMILES, ascending.
SMILES,Ba/F3 V617F tox,RBBP9 inh,Runt-CBFb FRET,NPY-Y1 PAM-ag,BaF3 parental,NPY Y1 blocker,S1P4 antag,S1P4 ag,NPY2 pot ag
CC1(C)Cc2nc3oc4c(SCC(N)=O)ncnc4c3cc2CO1,7,-5,2,-9,0,·,7,2.9,-26
COc1ccc(-n2c(C)c(C(C)=O)c3cc(OCC(N)=O)ccc32)cc1,-3,-4,-2,5,1,-4,-5,-0.9,-20
O=C(Nc1ccc(S(=O)(=O)N2CCOCC2)cc1)c1ccc([N+](=O)[O-])o1,68*,-7,1,2,66*,·,68*,1.1,-18

# Continued:
SMILES,Ba/F3 V617F tox,RBBP9 inh,Runt-CBFb FRET,NPY-Y1 PAM-ag,BaF3 parental,NPY Y1 blocker,S1P4 antag,S1P4 ag,NPY2 pot ag
CCCn1c(NC(=O)c2ccc(F)cc2)nc2ccccc21,0,0,-2,-25,4,0,-1,0.9,4
CCC1(C(=O)OC)NC(c2cccc(F)c2)C2C(=O)N(C)C(=O)C21 (centres undefined),4,1,·,-11,4,-2,-20,-2.1,-3
Cc1cccc(C)c1NC(=O)C(c1ccccc1)N1CCC2(CC1)OCCO2 (centres undefined),4,-5,·,-3,6,9,8,0.0,-14
CC1CCCCN1C(=O)CCS(=O)(=O)c1cccc2nonc12 (centres undefined),2,0,0,-1,7,-1,-1,-0.2,6
CC(C)C[C@@H]1NC(=O)[C@H](C(C)C)NC(=O)c2cc([N+](=O)[O-])cc(I)c2OCC[C@@H](C(N)=O)NC1=O,-2,-8,-2,-5,2,-6,12,0.7,18
CCCC(=O)Nc1nc2ccc(NC(=O)c3ccccc3F)cc2s1,82*,-7,-2,1,80*,8,14,0.6,13
COC(=O)c1cc(OC)c(OC)cc1NC(=O)Cn1nnc(-c2ccccc2Cl)n1,-1,-5,-4,15,-2,0,-27,0.6,5
COCCNC(=O)NC(=O)COC(=O)C1(c2ccc(Cl)cc2)CC1,0,-1,-2,9,7,3,-5,2.0,3
COc1ccccc1C1N(c2cc(Cl)ccc2OC)C(=O)C2CCCN21 (centres undefined),0,-6,1,-2,6,4,-4,-1.9,-14
Cc1c(Br)c(C(F)(F)F)nn1CC(=O)N1CCCC1,-3,2,0,7,1,-4,-2,0.0,7
O=C(Nc1cccc2ccccc12)c1cn(-c2ccccc2)nc1-c1cccs1,4,-37,2,-45,4,8,-3,-1.9,-47
CCOC(=O)c1ccc(NC(=O)Nc2ccccn2)cc1,2,-4,-1,-14,4,1,-12,0.6,6
CCN1C(c2ccccc2)=C(c2ccccc2)S/C1=C/C=C1\SC(=S)N(C)C1=O,6,-1,2,-2,11,-1,-15,-0.1,5
O=c1cc[nH]c2cc(C(F)(F)F)ccc12,1,-4,-1,-7,1,7,-12,0.7,-21
C#Cc1cccc(NC(=O)c2ccc(Cl)cc2Cl)c1,2,-11,1,7,-3,·,9,0.7,11
CCCc1nc2c(nnn2Cc2ccccc2)c(=O)[nH]1,-2,2,0,-14,4,-3,4,0.9,14
COc1cccc(NS(=O)(=O)Cc2ccccc2)c1,2,-6,·,-8,0,4,-6,0.3,-2
CC12COC3(P(=O)(c4ccccc4)c4ccccc4)CC1CCC23CP(=O)(c1ccccc1)c1ccccc1 (centres undefined),-2,-6,-2,1,8,6,-18,0.9,11
O=C(NCc1ccccn1)c1nc(-c2cccs2)no1,0,6,0,-20,0,0,-11,-1.6,-4
COc1ccc(-c2c(NC(C)=O)n(C)c3ccccc3c2=O)cc1,3,-3,0,3,0,5,-13,-0.1,8
CCC1(C)Cc2c(sc3nnn(CC(=O)Nc4ccc(C)cc4)c(=O)c23)CO1 (centres undefined),1,-4,6,6,1,1,-17,0.6,-6
CCN(CC)CCOC(=O)c1ccc([N+](=O)[O-])cc1,-2,7,2,14,1,·,5,-0.4,-11
O=C(O)COCC(=O)Nc1ccc2c(c1)CCC2,2,-8,-3,18,0,2,-10,1.4,-2
Cc1ccc(NC(=S)NCCC2=CCCCC2)cc1,7,-6,-1,-6,12,-1,7,-2.1,2
Cc1ccc(S(=O)(=O)Nc2cc(=O)[nH]c3c2CCC3)cc1,-2,-4,-1,10,-2,·,-7,-0.3,-8
CC(=O)Oc1ccc2ccccc2c1C(NC(=O)Cc1ccccc1)c1ccccc1 (centres undefined),6,-3,0,5,4,2,-29,-1.9,4
CCN(CC)S(=O)(=O)c1ccc(N2CCCC2)c(NS(=O)(=O)c2ccccc2)c1,0,1,3,10,5,8,1,0.3,10
CC(C)(C)C(=O)CSc1nc2ccccc2o1,0,-2,0,-9,3,2,-4,0.4,-2
N#CC1=C(N)C(C#N)(C#N)[C@H](c2ccncc2)[C@H]2CC3(CC=C12)OCCO3,4,-12,-8,-35,6,-8,3,-0.5,0
O=C(Oc1ccc2c(c1)OCO2)c1ccc(F)cc1Cl,6,-4,-1,-13,4,3,8,0.9,-14
Cc1c(NC(=O)CN2CCN(c3ccc(F)cc3)CC2)c(=O)n(-c2ccccc2)n1C,0,-12,1,-7,-1,6,-16,0.7,-7
CCn1cc(CNC(=O)CCSc2nc(-c3ccco3)cc(C(F)(F)F)n2)cn1,0,-3,-4,7,5,6,-18,3.6,4
COc1ccc(CCNS(=O)(=O)c2ccc(F)cc2)cc1OC,3,-14,0,2,2,4,-1,0.5,0
CCCCCCOc1ccc(N2C(=O)CC(N3CCC(C(=O)OCC)CC3)C2=O)cc1 (centres undefined),-1,-5,-3,-8,-2,-10,7,5.5,19
O=C(NCc1csc(-c2ccccc2)n1)c1cc(F)cc2c1OCOC2,-2,-11,0,-2,0,·,-4,-0.1,-6
COc1ccc(NC(=O)c2cc(-c3ccc(C)o3)nc3ccccc23)cc1OC,11,8,29,-37,15,-4,-4,0.0,-19
CCCNS(=O)(=O)c1ccc(CCC(=O)N2CCN(c3ccc(OC)cc3)CC2)cc1,-2,-7,4,5,8,2,-18,-1.3,-4
COc1ccc(C2=CC(c3ccc(F)cc3)n3nnnc3N2)cc1 (centres undefined),4,0,-9,-17,18,-2,-4,-0.3,-18
COc1cc(C#N)c(NC(=O)CN2CCC(C(N)=O)CC2)cc1OC,6,-13,3,-10,10,2,-5,0.4,-9
COc1ccc(-c2cn(-c3ccc(OC)cc3)c(=S)[nH]2)cc1,-5,-7,2,0,6,-1,2,0.7,6
Cc1cc(C)cc(N(CC(=O)N2CCc3ccccc32)S(=O)(=O)c2c(C)noc2C)c1,-3,-8,0,15,1,1,-18,1.2,12
Cc1cc(Nc2ccc(F)cc2F)n2ncnc2n1,-1,-1,0,-16,4,0,2,3.5,3
Cc1ccc2cc(CN(C(=O)c3cccs3)c3ccccc3)c(=O)[nH]c2c1,2,0,1,-26,2,·,0,-1.0,-34
CCN(CC)C(=O)Oc1cc(COC)nc(-c2ccccc2)n1,-4,-9,0,18,0,·,-5,0.4,19
CCOC(=O)C1CCCN(C(=O)CN(c2ccc(OC)cc2)S(=O)(=O)c2c(C)noc2C)C1 (centres undefined),-5,3,-1,2,1,-2,-21,1.0,10
CCCn1c(=N)n(CC(O)c2ccc(C)cc2)c2ccccc21 (centres undefined),0,-4,-2,-12,-2,·,10,-0.5,-29
Clc1cccc(NCc2nnc3n2CCCCC3)c1,-4,2,1,14,1,-3,13,-1.6,9
Cc1cc(C(=O)NCc2ccccc2Br)no1,4,0,4,4,1,11,-21,1.0,-2
Cc1ccc(C2C3C(=O)N(c4ccccc4)C(=O)C3N3CCCN23)cc1 (centres undefined),-1,0,2,-19,-1,·,5,-0.6,-3
CCCN1Cc2cccc(C(N)=O)c2C1=O,-1,-2,12,11,2,-5,-9,1.4,-5
COc1ccc(Cl)cc1NC(=O)COC(=O)CCCN1C(=O)c2ccccc2C1=O,3,-5,1,-6,12,3,-5,-0.8,-2
C=CCn1cc(C(=O)NCc2cccnc2)c(=O)c2cc(S(=O)(=O)N(CC)CC)ccc21,3,-1,-2,-10,10,2,6,1.3,-4
O=c1n(-c2ccccc2)c(=O)n2n1CCCC2,-2,-7,0,-16,1,3,2,-2.9,4
COc1ccc(N2CCN(C(=O)c3ccncc3)CC2)cc1,-4,-1,3,-25,0,-4,-6,-4.7,9
COc1ccc(CNCC(O)(c2ccccc2)c2ccccc2)cc1OC,1,-11,-1,-11,11,0,-17,2.0,1
Cc1nn(-c2ccccc2)c(Cl)c1C(=O)Nc1ccccc1,-1,0,-2,-11,0,2,-8,1.4,2
O=C(COc1ccc2ccccc2c1)NNC(=O)Cc1ccccc1,3,0,-1,-18,10,6,-2,13*,-9
